RXFP1 antagonist: RXFP1 (human) relaxin receptor antagonism; Q9HBX9; HEK293-RXFP1, relaxin-stimulated cAMP HTRF, 30 min; active compounds read low; activity change, negative = inhibition, % at 57.5 µM; actives 0.59% (n = 350,000); AID 1259400;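 active = activity change of -60% or lower, but not beyond a set lower limit; inconclusive = change between -60% and -40%, or beyond the set limit; inactive = change above -40%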; also: % is scaled to controls: 0 for no effect and ±100 for the full control effect
Pol beta inh: DNA polymerase beta (human) inhibition | Pol beta primer extension/strand displacement, fluorescence kinetic | P06746 | Potency, µM (series often up to 114 µM), for the others: top-dose activity change, negative = inhibition, usual class: inhibitors | actives 1.3% (n = 340,000); also: potency is read from the fitted curve at half-maximal effect; % is scaled to controls: 0 for no effect and ±100 for the full control effect
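Reaction started by 50 nM substrate onto compound-treated Pol beta (10 nM, 15 min preincubation, room temperature); plates read at 0 min and 10 min. Normalized concentration-effect data fitted by four-parameter Hill equation.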
Pol iota inh: DNA polymerase iota (human) inhibition. actives 1% (n = 390,000). Q9UNA4. Pol iota fluorescent replication assay, 10 min. Potency, µM (titrated, usually from 115 µM), for the others: top-dose activity, negative = inhibition, actives largely listed as inhibitors; also: potency is read from the fitted curve at half-maximal effect
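Fluorescent replication assay read twice, at 0 min and 10 min after adding 50 nM (final) substrate. Enzyme (10 nM) and compounds were first incubated 15 min at room temperature; enzyme-free buffer wells were negative controls.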
Apoferritin bind: binds horse apoferritin like a general anesthetic; P02791; apoferritin/1-aminoanthracene competitive binding, fluorescence; Potency, µM (doses to about 77.5 µM), inactives show at the top dose activity change, negative = displacement, most hits filed as inhibitors; actives 0.074% (n = 350,000); AID 485281; also: potency is read from the fitted curve at half-maximal effect; % is scaled to controls: 0 for no effect and ±100 for the full control effect; nearly all actives have a fitted effect of over 20% in size
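Read-out: endpoint 1-AMA fluorescence, excitation 380 nm and emission 535 nm, after compounds sit 10 min at room temperature with 10 uM horse-spleen apoferritin in 50% saturated 1-AMA/PBS. Values come from four-parameter Hill fits.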
POLK inh: blocks human DNA polymerase kappa activity; Q9UBT6; purified Pol kappa, fluorescent DNA synthesis assay, 10 min; Potency, µM (titrated, usually from 107 µM), for the others: top-dose activity, negative = inhibition, actives largely listed as inhibitors; actives 0.53% (n = 400,000); also: potency is read from the fitted curve at half-maximal effect; % is scaled to controls: 0 for no effect and ±100 for the full control effect
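Activity was followed as the change in fluorescence between reads at 0 and 10 min after starting the reaction with 50 nM substrate. Beforehand, 10 nM polymerase had been preincubated with compound for 15 min at room temperature.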
BLM inh: blocks DNA unwinding by human BLM helicase | P54132 | recombinant BLM DNA unwinding, fluorescence dequenching | Potency, µM (top dose mostly 56.1 µM), for inactives: at the top dose activity change, negative = inhibition, most hits filed as inhibitors | actives 0.2% (n = 350,000);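 also: potency is read from the fitted curve at half-maximal effect; plate controls were vehicle for no effect and no enzyme for full effect; nearly all actives have a fitted effect of over 35% in size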
POLH inh: blocks human DNA polymerase eta activity | Q9Y253 | recombinant Pol eta, fluorescent DNA replication assay | Potency, µM (top dose mostly 114 µM), without a hit: at the highest dose activity change, negative = inhibition, hits mostly inhibitors | actives 1.2% (n = 390,000); also: potency is read from the fitted curve at half-maximal effect; % is scaled to controls: 0 for no effect and ±100 for the full control effect
Target sequence (Q9Y253 whole entry, looked up): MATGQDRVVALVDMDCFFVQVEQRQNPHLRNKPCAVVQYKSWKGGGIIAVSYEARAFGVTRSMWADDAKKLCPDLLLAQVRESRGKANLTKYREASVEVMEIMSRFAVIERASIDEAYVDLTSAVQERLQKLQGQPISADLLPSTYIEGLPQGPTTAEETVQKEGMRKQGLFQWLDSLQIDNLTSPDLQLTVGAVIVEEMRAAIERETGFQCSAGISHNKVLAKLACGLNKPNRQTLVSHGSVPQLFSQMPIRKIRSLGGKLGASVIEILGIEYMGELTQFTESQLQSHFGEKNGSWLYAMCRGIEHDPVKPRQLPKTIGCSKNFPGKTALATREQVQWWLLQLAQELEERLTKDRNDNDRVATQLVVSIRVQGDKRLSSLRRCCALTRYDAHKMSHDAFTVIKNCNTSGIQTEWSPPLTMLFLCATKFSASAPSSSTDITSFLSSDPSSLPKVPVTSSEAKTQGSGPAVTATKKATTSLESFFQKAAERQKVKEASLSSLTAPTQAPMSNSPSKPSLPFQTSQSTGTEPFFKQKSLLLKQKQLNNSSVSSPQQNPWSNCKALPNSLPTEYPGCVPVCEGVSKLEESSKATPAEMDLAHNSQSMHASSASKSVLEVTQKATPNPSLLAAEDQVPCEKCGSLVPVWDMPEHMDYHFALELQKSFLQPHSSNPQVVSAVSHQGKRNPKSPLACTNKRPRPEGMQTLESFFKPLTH
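Fluorescent replication assay: 50 nM final substrate added after a 15 min room-temperature compound preincubation with 10 nM enzyme. Signal taken at 0 min and again at 10 min.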
APE1 inh: APE1 (human) endonuclease inhibition; AID 2517; P27695; recombinant APE1, TAMRA/BHQ-2 abasic DNA cleavage fluorescence; actives 0.35% (n = 350,000); Potency, µM (highest dose often 65.8 µM), for the others: at the top dose activity change, negative = inhibition, usual class: inhibitors;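 also: potency is read from the fitted curve at half-maximal effect; plate controls were vehicle for no effect and reference inhibitor for full effect; nearly all actives have a fitted effect of over 55% in size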
Target sequence (P27695 whole entry, looked up): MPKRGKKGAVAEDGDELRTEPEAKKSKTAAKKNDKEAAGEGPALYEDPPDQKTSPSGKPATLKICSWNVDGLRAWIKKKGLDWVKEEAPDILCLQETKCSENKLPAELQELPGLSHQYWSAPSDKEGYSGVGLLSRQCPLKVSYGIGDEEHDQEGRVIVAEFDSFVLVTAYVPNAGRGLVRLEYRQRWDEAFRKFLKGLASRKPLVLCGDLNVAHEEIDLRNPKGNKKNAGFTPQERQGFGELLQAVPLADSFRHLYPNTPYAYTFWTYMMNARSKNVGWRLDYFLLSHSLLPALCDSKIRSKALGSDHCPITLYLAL
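APE1 at 0.75 nM preincubated 15 min at room temperature with compound. Reaction then started with 50 nM double-stranded THF-abasic substrate labelled with TAMRA/BHQ-2, and 525/598 nm fluorescence read kinetically. Activity taken as third-minus-first read difference, normalized to DMSO and NSC13755 controls.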
Tb PGK inh: inhibitors of T. brucei phosphoglycerate kinase. P07378. PGK/GAPDH coupled, Kinase-Glo luminescence, 60 min. Potency, µM (highest dose often 57.5 µM), for inactives: at the highest dose activity change, negative = inhibition, actives largely listed as inhibitors. actives 0.043% (n = 380,000); also: potency is read from the fitted curve at half-maximal effect; % is scaled to controls: 0 for no effect and ±100 for the full control effect; nearly all actives have a fitted effect of over 60% in size
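Recombinant glycosomal PGK reaction used 1,3-bisphosphoglycerate generated in-well by GAPDH (100nM final) in 100mM TEA pH 7.6, 5mM MgCl2, 0.01% Tween-20. After 60 minutes at room temperature, ATP was read by Kinase-Glo Plus luminescence end-point.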
An asterisk follows results filed as active; i = inactive; ? = inconclusive; . = not tested or not shown; [ ] = another dose, or the depositor's remark. Unless noted, calls follow the shape of the dose curve; as a rule, active = well fitted curve in the direction sought with a large enough effect; inconclusive = small, poorly fitted or top-dose-only effect, or another doubt; inactive = no such curve, though single readings can be large; an effect the other way counts as inactive or inconclusive.

SMILES	RXFP1 antagonist	Pol beta inh	Pol iota inh	Apoferritin bind	POLK inh	BLM inh	POLH inh	APE1 inh	Tb PGK inh
COc1ccc(C(=O)OC(C(=O)c2ccc(C)cc2)c2ccccc2)cc1 (stereo not drawn)	-3	1%	-5%	?	-24%	-5%	-8%	-5%	-2%
CCCNS(=O)(=O)c1ccc(CCC(=O)NCc2ccc3c(c2)OCO3)cc1	-3	52%	-5%	-7%	-14%	-12%	-9%	4%	-15%
Cc1cc(Oc2ccc(=O)n(C)n2)nc(SCCOc2ccccc2)n1	-10	24%	48%[activator]	-10%	-11%	-1%	-5%	-3%	3%
COc1ccc(NC(=O)COc2cc(O)c3c(c2)OC(C)(C)CC3=O)cc1	.	-15%	25%	-21%	15%	-3%	-13%	14%	i
CCOC(=O)c1ccc(C(=S)N2CCCC2)cc1	-5	29%	-12%	-13%	-20%	-3%	13%	-1%	5%
CCc1c(C)nc2ncnn2c1N1CCCC(C(=O)NCc2ccc3c(c2)OCO3)C1 (stereo not drawn)	-2	-1%	-5%[58.9 µM]	-13%	-8%	2%	-11%	1%	-8%
CC(C)CN(C(=O)CSc1nnc(-c2cccs2)n1N)c1c(N)n(Cc2ccccc2)c(=O)[nH]c1=O	-1	.	18%	.	0%	.	-19%	11%	4%
CCOC(=O)c1sc(/N=C/c2c(C)[nH]n(-c3ccccc3)c2=O)c(C#N)c1C	.	7%	.	-7%	.	-3%	.	5%	.
COc1ccccc1CC(=O)NC1CC1	8	1%	58%[activator]	-3%	-4%	-6%	12%	32%	-3%
CCOc1ccccc1NC(=O)NNC(=O)CCc1ccc(OC)cc1	2	6%	29%	-6%	-18%	-2%	-4%	-6%	-1%
C/C(=N\N=C(/C)c1cccc(N)c1)c1cccc(N)c1	-12	.	26%	.	5%	.	-15%	.	-7%
CCOc1ccc(S(=O)(=O)N2CCCC(C(=O)N3CCC(C(N)=O)CC3)C2)cc1Cl (stereo not drawn)	0	13%	43%[activator]	-4%	-6%	-7%	-10%	10%	-4%
COCCCNC(=O)CN1C(=O)c2ccccc2C1=O	-20	50%	14%	-7%	-2%	1%	-6%	-1%	0%
O=C(Nc1ccccc1)Nc1nccs1	-10	0%	5%	-2%	4%	-4%	-3%	-3%	-6%
Cc1ccc(S(=O)(=O)NCCC(=O)NCCc2ccc(S(N)(=O)=O)cc2)cc1C	13	.	-4%	.	-15%	.	-10%	30%	-7%
Nc1c(-c2ccsc2)cnc2ncnn12	-8	28%	15%	-1%	0%	-3%	-3%	1%	-9%
O=C(COc1ccc(S(=O)(=O)N2CCOCC2)cc1)NCc1ccco1	-9	8%	8%	-5%	-28%	-3%	-16%	4%	-8%
CC(C)OC(=O)CSc1nc2ncc(Cl)cc2[nH]1	8	30%	9%	-10%	7%	1%	-10%	-4%	-1%
COc1ccc(CC2(CO)CCN(S(=O)(=O)c3c(C)nn(C)c3C)CC2)cc1	0	53%	103%[activator]	-4%	-15%	-1%	-3%	22%	2%
O=[N+]([O-])c1ccc(S(=O)(=O)N2CCn3cccc3C2c2ccc(Br)cc2)cc1 (stereo not drawn)	3	5%	16%	-3%	-3%[60.1 µM]	-6%	-15%	.	i
O=C1CC(C(=O)Nc2ccc(Cl)cc2)S/C(=N\N=C\c2ccco2)N1 (stereo not drawn)	?	2%	30%	-4%	-17%	1%	3%	3%	10%
CC(C)CN(CC(C)C)C(=O)c1cccc(S(=O)(=O)N2CCc3ccccc32)c1	-11	0%	26%	-15%	-10%	-4%	-15%	1%	i
Cc1cccc(OCC(=O)N2CCN(C(=O)c3cccs3)CC2)c1	-2	-7%	-7%	-11%	-1%	0%	-17%	4%	-6%
CCn1c(NC(=O)C(C)C)c(-c2ccccc2)c(=O)c2ccccc21	6	2%	21%	-1%	0%	-3%	-20%	0%	-3%
C[C@@H](N)C(=O)N[C@H]1CCC2C3CC=C4C[C@@H](O)CC[C@]4(C)C3CC[C@@]21C (stereo partly drawn)	-4	.	17%	.	1%	.	-18%	.	0%
CC(=O)Nc1ccccc1OCC(=O)NCC(F)(F)F	12	?	?	-1%	-18%	-1%	16%	-9%	-1%
OCC[C@H]1C[C@@H](O)[C@H](O)[C@@]2(Cc3ccccc3CCO2)O1	.	.	31%[activator]	.	-4%	.	-20%	-4%	3%
O=C(Cn1cc(SCc2cccc(Cl)c2)c2ccccc21)N1CCCCC1	-31	?	52%[activator]	39%[activator]	-11%	-6%	-19%	.	8%
Cc1ccc(NC(=O)Cc2ccc(Cl)cc2)cc1S(=O)(=O)N1CCCCCC1	-5	.	14%	.	-4%	.	?	-8%	-12%
CCN1C(=O)[C@@H]2C(C(=O)c3cnccn3)=NN[C@@H]2C1=O	15	28%	7%	7%	-5%	0%	5%	12%	-1%
Cc1nnsc1C(=O)NC1CCCc2c1cnn2-c1ccccc1F (stereo not drawn)	-4	33%	7%	-5%	-7%	0%	-1%	6%	-2%
C(#Cc1ccc(C#CCN2CCOCC2)cc1)CN1CCOCC1	21	39%	10%	-8%	-8%	-2%	-7%	2%	6%
O=C1C(Cl)=C(NCc2cccnc2)C(=O)c2ccccc21	45	0%	17%	-8%	-9%	-10%	10%	-2%	-2%
Cc1cccc(NC(=O)CN2C(=O)C3(SCC(=O)N3c3ccccc3)c3ccccc32)c1 (stereo not drawn)	.	-4%	2%	-11%	-3%	-1%	-15%	.	-2%
CCCCNC(=S)NNC(=O)c1cccnc1	8	-21%	18%	-10%	-8%	0%	-6%	8%	1%
Cn1cnc([N+](=O)[O-])c1Oc1ccccc1	-6	49%	?	-6%	6%	0%	-12%	0%	i
Cc1ccc(S(=O)(=O)N(c2ccccc2)C2CCS(=O)(=O)C2)cc1 (stereo not drawn)	-4	2%	7%	-6%	-5%	-6%	-9%	0%	-1%
CCOc1cc(/C=N/O)ccc1OCc1ccc(C)cc1	8	17%	2%	-4%	-10%	-9%	-14%	-6%	-2%
COc1ccccc1C(=O)N/N=C/c1c[nH]c2ccccc12	10	-8%	8%	-8%	4%	-4%	-20%	19%	.
CC(C)C(=O)Nc1ccc(C(=O)NN2C(=O)c3ccccc3C2=O)cc1	.	11%	12%	0%	6%	1%	-13%	14%	8%
CCCCc1nc2sc3c(=O)[nH]c(=S)[nH]c3c2c2c1CCC2	-14	.	19%	.	-4%	.	-16%	.	-2%
CCOC(=O)CCCNS(=O)(=O)c1c(C)ccc2nsnc12	-5	-1%	10%	-3%	-3%	2%	-16%	-2%	-5%
Cc1cc(C)cc(NC(=O)Cn2c(-c3cncs3)nc3ccccc32)c1	-6	?	89µM*	-12%	-14%	-10%	.	.	.
COc1cc(NC(=O)c2cc3nc(-c4ccccc4)cc(-c4ccccc4)n3n2)c(OC)cc1Cl	12	?	19%	-3%	1%	-7%	-6%	.	-11%
COCCNC(=O)c1cnn2c(C(F)(F)F)cc(-c3ccc(C)cc3)nc12	-12	33%[activator]	1%	-5%	-16%	2%	-3%	25%	-1%
COc1ccccc1C(CNC(=O)c1ccc(NS(=O)(=O)c2ccc(F)c(C)c2)cc1)N1CCCC1 (stereo not drawn)	-12	.	-4%	.	-6%	.	-18%	-3%	i
O=S(=O)(NCc1ccco1)c1cccc(S(=O)(=O)N2CCOCC2)c1	-4	31%	-2%	-10%	-2%	-1%	-4%	1%	i
O=C(OCc1nnc(-c2ccccc2Br)o1)c1ccco1	-6	.	?	.	-7%	.	-17%	11%	-9%
COc1ccc(CC(=O)Nc2nc(-c3cccc([N+](=O)[O-])c3)cs2)cc1	-13	28%	?	-14%	-5%	0%	-6%	-4%	1%
COc1cccc(OCC(=O)N(Cc2nc(-c3ccc(Cl)cc3)no2)C(C)C)c1	.	-13%	5%	155%[activator]	0%	-8%	-11%	-5%	-9%
COc1ccc(S(=O)(=O)N(CC(=O)N2CCCC2)Cc2ccccc2)cc1	6	3%	-3%	-10%	3%	0%	-18%	-1%	-5%

Gathered by group: those above containing a Cl atom (eight)
SMILES	RXFP1 antagonist	Pol beta inh	Pol iota inh	Apoferritin bind	POLK inh	BLM inh	POLH inh	APE1 inh	Tb PGK inh
CCOc1ccc(S(=O)(=O)N2CCCC(C(=O)N3CCC(C(N)=O)CC3)C2)cc1Cl (stereo not drawn)	0	13%	43%[activator]	-4%	-6%	-7%	-10%	10%	-4%
CC(C)OC(=O)CSc1nc2ncc(Cl)cc2[nH]1	8	30%	9%	-10%	7%	1%	-10%	-4%	-1%
O=C1CC(C(=O)Nc2ccc(Cl)cc2)S/C(=N\N=C\c2ccco2)N1 (stereo not drawn)	?	2%	30%	-4%	-17%	1%	3%	3%	10%
O=C(Cn1cc(SCc2cccc(Cl)c2)c2ccccc21)N1CCCCC1	-31	?	52%[activator]	39%[activator]	-11%	-6%	-19%	.	8%
Cc1ccc(NC(=O)Cc2ccc(Cl)cc2)cc1S(=O)(=O)N1CCCCCC1	-5	.	14%	.	-4%	.	?	-8%	-12%
O=C1C(Cl)=C(NCc2cccnc2)C(=O)c2ccccc21	45	0%	17%	-8%	-9%	-10%	10%	-2%	-2%
COc1cc(NC(=O)c2cc3nc(-c4ccccc4)cc(-c4ccccc4)n3n2)c(OC)cc1Cl	12	?	19%	-3%	1%	-7%	-6%	.	-11%
COc1cccc(OCC(=O)N(Cc2nc(-c3ccc(Cl)cc3)no2)C(C)C)c1	.	-13%	5%	155%[activator]	0%	-8%	-11%	-5%	-9%

Compound activity: PubChem, National Center for Advancing Translational Sciences (NCATS)

This is a subset; count on the stated rates, not on these rows.
